High-throughput results as filed in PubChem.
XBP1 UPR activ = activators of adaptive arm of unfolded protein response (XBP1); CHO-XBP1 luciferase reporter, IRE1-XBP1 UPR activation, luminescence; percent of tunicamycin response, DMSO as zero; activation, % at 20 µM; 330,000 compounds, 0.33% hits; AID 463104;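 active = versus positive control, 20 µM dose yields 30% or more activation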;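 also: 100% = tunicamycin at 10 µg/mL and 0% = DMSO only wells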
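Assay system: CHO-XBP1 luciferase reporter cells; Schedule: 6 h treatment, 37 °C; Detection: glow luminescence from Steady-Glo reagent; Benchmarks: high control tunicamycin 10 µg/mL final, low control DMSO vehicle only.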
APJ antag = APJ receptor antagonism. P35414. CHO-K1 APJ beta-arrestin complementation, luminescence. inhibition, % at 20 µM. 330,000 compounds, 0.32% hits;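 active = inhibition above about 40% at 20 µM, limit read from the data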;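 also: cells challenged with 10 nM apelin-13 agonist together with compound; plate controls were apelin-13 plus DMSO wells for no effect and DMSO wells lacking apelin-13 for full effect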
Target sequence (P35414 whole entry, looked up): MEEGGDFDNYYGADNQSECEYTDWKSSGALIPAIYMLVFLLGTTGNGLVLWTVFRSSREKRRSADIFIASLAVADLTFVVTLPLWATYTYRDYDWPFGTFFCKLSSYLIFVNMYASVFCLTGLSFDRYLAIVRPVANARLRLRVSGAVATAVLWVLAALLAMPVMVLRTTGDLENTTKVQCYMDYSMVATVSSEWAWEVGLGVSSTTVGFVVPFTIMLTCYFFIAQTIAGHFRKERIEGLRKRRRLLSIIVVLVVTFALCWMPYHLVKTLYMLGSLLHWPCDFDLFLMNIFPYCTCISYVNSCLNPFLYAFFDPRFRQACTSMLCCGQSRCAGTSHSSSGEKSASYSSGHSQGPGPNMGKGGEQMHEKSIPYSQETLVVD
tim23-1 inh = inhibits growth of tim23-1 mutant yeast | S. cerevisiae tim23-1 growth, BacTiter-Glo luminescence, 24 h | inhibition, % at 20 µM | 330,000 compounds, 1.3% hits | AID 463212;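 active = growth inhibition of the mutant yeast at or above 50%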;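 also: temperature-sensitive mutant grown at 25 °C; plate controls were DMSO-treated mutant yeast for no effect and medium wells lacking yeast for full effect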
CHOP UPR activ = apoptotic UPR (CHOP) activation; AID 449763; activation, % at 10 µM; 330,000 compounds, 0.34% hits; CHO-CHOP luciferase reporter, luminescence; percent of tunicamycin response over DMSO baseline;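 active = at 10 µM dose, activation of 40% or more, normalized to positive control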;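 also: 100% = tunicamycin at 10 µg/mL and 0% = DMSO alone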
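Evaluation: % reporter activation, DMSO baseline versus tunicamycin full activation; System: CHO-CHOP luciferase reporter cell line; Input: 500 cells/well; Incubation: 6 h compound treatment, 37 °C; Measured by: Steady-Glo luciferase luminescence; Dosing: one dose, 10 µM in 0.5% DMSO; Buffer or medium: F12 medium, 10% FBS; Benchmarks: positive tunicamycin 10 µg/mL, negative DMSO alone.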
CXCR6 inh = blocks human CXCR6 beta-arrestin recruitment; 360,000 compounds, 0.36% hits; inhibition, % at 20 µM; AID 602244; CHO-K1 PathHunter CXCR6 beta-arrestin, luminescence; in the data active = inhibition above about 34%, passing the limit was not always enough;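 also: antagonist mode with CXCL16 agonist at 10 nM final; 0% = 10 nM CXCL16 with DMSO and 100% = unstimulated wells without agonist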
Target sequence (O00574 whole entry, looked up): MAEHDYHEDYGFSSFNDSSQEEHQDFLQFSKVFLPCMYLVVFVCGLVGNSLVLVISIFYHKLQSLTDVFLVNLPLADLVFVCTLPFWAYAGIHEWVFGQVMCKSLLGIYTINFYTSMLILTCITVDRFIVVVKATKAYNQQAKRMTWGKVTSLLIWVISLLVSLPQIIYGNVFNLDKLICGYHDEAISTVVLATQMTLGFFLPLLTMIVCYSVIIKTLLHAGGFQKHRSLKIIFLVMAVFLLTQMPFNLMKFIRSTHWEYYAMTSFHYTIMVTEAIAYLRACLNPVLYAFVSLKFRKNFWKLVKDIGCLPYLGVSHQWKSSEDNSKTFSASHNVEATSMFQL
APJ agonist = activates the human apelin receptor APJ; P35414; CHO-K1 APJ PathHunter beta-arrestin, luminescence; 0% DMSO wells, 100% apelin; activation, % at 20 µM; 330,000 compounds, 0.11% hits; AID 2520;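 active = activation more than six SD over the plate average, tested at 20 µM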;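 also: 0% = DMSO alone and 100% = apelin-13 at 10 nM; some results filed as inactive read as strong as hits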
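Material: engineered CHO-K1 APJ arrestin reporter cells; amount: 1000 CHO-K1 reporter cells seeded per well; incubation: compound stimulation 90 min at 25 °C, detection 60 min; signal: luminescent beta-gal fragment complementation, chemiluminescent substrate; read-out basis: APJ agonist activity; controls: DMSO-only wells as negative, 10 nM Apelin-13 as positive control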
TIM10 inh = growth inhibitors of TIM10 yeast strain; S. cerevisiae TIM10 strain growth, BacTiter-Glo luminescence, 24 h; inhibition, % at 10 µM; 330,000 compounds, 1.4% hits;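 active = inhibition of 40% or more at the single tested concentration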;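 also: wild-type TIM10 isogenic control strain grown at permissive 25 °C; 0% = DMSO yeast wells and 100% = minimal medium wells without yeast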
Mdm2-MdmX inh = inhibitors of human Mdm2/MdmX interaction; 330,000 compounds, 3% hits; O15151+Q00987; SaOS-2 split-luciferase Mdm2/MdmX complementation, luminescence; inhibition, % at 8 µM;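 active = inhibition of at least 50% at 8 µM in the primary screen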
tim10-1 inh = inhibits growth of tim10-1 mutant yeast; S. cerevisiae tim10-1 ts strain growth, BacTiter-Glo, 24 h; inhibition, % at 20 µM; 330,000 compounds, 2.2% hits; AID 463190;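 active = inhibition of at least 40%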;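 also: mutant grown at 25 °C; 0% = DMSO wells with yeast and 100% = wells holding no yeast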
* = called active by the depositor; x = not tested or not shown. The list is partial; count on the stated rates, not on these rows.

SMILES	XBP1 UPR activ	APJ antag	tim23-1 inh	CHOP UPR activ	CXCR6 inh	APJ agonist	TIM10 inh	Mdm2-MdmX inh	tim10-1 inh
COc1ccc(Cl)cc1NS(=O)(=O)c1cccc(C(=O)NCC2CCCO2)c1 (configuration not stated)	-3.7	4.2	13.7	2.5	-2.6	0.9	10.0	4.0	10.8
CCOC(=O)c1cc(-c2ccco2)nc2c1c(C)nn2-c1cccc(Cl)c1	-0.8	9.8	20.5	-1.3	17.4	-3.8	4.3	3.3	3.1
Cc1cccc(N=c2oc3cc(O)ccc3cc2C(N)=O)c1	1.2	1.3	8.7	0.7	-3.1	-5.6	9.7	50.4*	10.3
CC(C(=O)NCCS(=O)(=O)c1ccc(Br)cc1)S(=O)(=O)c1ccc(Cl)cc1 (configuration not stated)	-2.1	-1.0	19.9	-2.3	4.6	-0.7	-12.1	-49.0	32.7
COc1ccc2ccn(C)c2c1	-1.7	7.8	-12.6	0.1	0.8	-3.5	-5.6	-0.2	-6.1
COc1ccc(-n2ncc3c2CC(C)(C)CC3NC(=O)c2ccc(OC)o2)cc1 (configuration not stated)	-1.8	29.5	23.9	-0.7	-3.6	-0.8	8.5	31.9	15.6
O=C1c2cccnc2Oc2ccc(Cl)cc2N1Cc1ccc(F)cc1	1.8	2.0	-7.6	-0.3	5.7	2.1	-3.9	0.5	11.6
CN1CCCN(C(=O)C2CCC(C(=O)N3CCCN(C)CC3)CC2)CC1 (configuration not stated)	-3.7	12.7	4.6	-1.1	-0.1	-1.7	6.9	8.3	9.5
CCC1CCC2(CC1)NC(=O)N(CC(=O)Nc1cccc(S(=O)(=O)N(C)c3ccccc3)c1)C2=O (configuration not stated)	1.0	-8.2	-3.3	0.3	-3.4	-1.8	-6.2	34.6	-13.1
CNc1ncc(C(=O)c2ccc(Cl)c(Cl)c2)s1	3.6	-1.4	47.4	3.6	1.8	-1.9	55.0*	-40.0	36.7
Cc1nn(-c2ccc(F)cc2)c(C)c1NS(=O)(=O)c1ccc2ccccc2c1	-4.0	-9.8	65.6*	-1.7	-8.0	-2.2	20.1	-9.4	0.1
Cc1cc(/C=N/NC(=O)C(O)(c2ccccc2)c2ccccc2)c(C)n1-c1cccc(C(=O)O)c1	-1.1	-4.7	9.6	-2.6	-8.1	-0.6	4.4	11.6	20.4
O=C(CN1C(=O)C2CCCCC2C1=O)Nc1nc(-c2ccc(F)cc2)cs1 (configuration not stated)	-1.8	5.8	3.2	1.8	-2.8	-0.1	4.5	22.6	17.0
COc1cc(C(=O)OCC(=O)c2cc(C)n(C)c2C)cc(OC)c1OC	-0.6	-1.1	37.6	2.7	1.7	3.0	44.6*	29.8	41.7*
CSCCC(NC(=O)C1CCC(C)CC1)C(=O)NCc1ccco1 (configuration not stated)	0.5	9.3	8.9	-2.4	6.4	-5.2	-7.0	5.5	11.3
CC(OC(=O)c1ccncc1)C(=O)NC1CCCC1 (configuration not stated)	-0.6	-3.5	14.5	-0.8	0.5	-1.9	-0.1	14.1	-6.9
NC(=O)C1(N2CCCCC2)CCN(CC(=O)Nc2ccccc2-c2ccccc2)CC1	-2.5	3.8	21.0	-0.9	4.0	-1.3	5.1	-37.4	10.7
CCCOc1ccc(Cn2cnc3ccccc32)cc1	3.6	20.3	43.6	3.2	-3.4	-1.3	17.8	5.4	32.6
Clc1ccc(-c2nc(-c3ccncc3)no2)c(Cl)c1	-4.0	0.5	5.7	1.4	-1.9	-0.8	8.3	-53.2	1.5
COc1cc2c3nnc(-c4ccc(F)cc4)c-3cn(Cc3ccccc3)c2cc1OC	3.7	18.3	0.9	2.9	-4.3	24.2*	2.6	99.9*	5.5
CC1=C(c2ccccc2)SC2=NCCN21	-4.8	1.5	-8.5	2.0	3.3	2.2	-4.1	9.3	-9.7
Cn1c(=O)c2c(nc(CN3CCN(CCO)CC3)n2Cc2cccc3ccccc23)n(C)c1=O	1.7	13.6	16.1	-1.5	-2.3	-1.4	-9.3	15.5	12.1
CN(C)CCCN(C(=O)c1ccc(Cl)s1)c1nc2cc3c(cc2s1)OCO3	-2.2	-3.4	18.2	1.7	-25.9	32.7	41.8*	22.5	48.0*
O=C(NCCCc1ccccc1)c1ccc(CS(=O)Cc2ccc(Cl)cc2)o1 (configuration not stated)	-7.4	14.4	13.2	2.3	-5.9	1.4	-4.6	1.5	9.9
COc1ccc(OCC(=O)NNC(=O)Cc2coc3cc(OC)ccc23)cc1	-1.6	4.7	-6.6	0.3	1.3	-1.0	3.5	-13.5	3.6

An excerpt from above in order of their number in XBP1 UPR activ, descending.
Molecule | XBP1 UPR activ
O=C1c2cccnc2Oc2ccc(Cl)cc2N1Cc1ccc(F)cc1 | 1.8
O=C(CN1C(=O)C2CCCCC2C1=O)Nc1nc(-c2ccc(F)cc2)cs1 (configuration not stated) | -1.8
CN1CCCN(C(=O)C2CCC(C(=O)N3CCCN(C)CC3)CC2)CC1 (configuration not stated) | -3.7

Some of the entries so far, comma-delimited:
Molecule,XBP1 UPR activ,APJ antag,tim23-1 inh,CHOP UPR activ,CXCR6 inh,APJ agonist,TIM10 inh,Mdm2-MdmX inh,tim10-1 inh
Cn1c(=O)c2c(nc(CN3CCN(CCO)CC3)n2Cc2cccc3ccccc23)n(C)c1=O,1.7,13.6,16.1,-1.5,-2.3,-1.4,-9.3,15.5,12.1
CN(C)CCCN(C(=O)c1ccc(Cl)s1)c1nc2cc3c(cc2s1)OCO3,-2.2,-3.4,18.2,1.7,-25.9,32.7,41.8*,22.5,48.0*

The list continues:
SMILES	XBP1 UPR activ	APJ antag	tim23-1 inh	CHOP UPR activ	CXCR6 inh	APJ agonist	TIM10 inh	Mdm2-MdmX inh	tim10-1 inh
O=C1c2ccccc2C(=O)N1CCCCc1cn(C[C@H]2CC[C@H](Cn3cc(CCCCN4C(=O)c5ccccc5C4=O)nn3)O2)nn1	1.2	x	41.2	2.7	-2.8	x	-13.1	22.2	10.4
COc1ccccc1N1CCN(c2cc(=O)n(-c3ccccc3Cl)c(=O)[nH]2)CC1	-1.9	-1.5	-2.5	-0.3	0.5	0.6	1.2	4.5	4.5
COc1ccccc1-c1nn(Cc2ccccc2)cc1C(=O)N1CCN(c2ncccn2)CC1	2.7	-1.4	9.7	0.6	-5.7	-4.3	8.1	17.4	6.9
Cc1nc(N2CCC(C(N)=O)CC2)c2nnn(Cc3ccccc3)c2n1	-0.1	7.8	20.0	0.6	-3.9	-1.3	-11.4	12.2	22.7
O=C(NCC1CCCO1)c1ccc2c(c1)N(Cc1ccc(F)cc1)CCS2 (configuration not stated)	-3.0	19.2	24.4	-0.5	-8.7	-4.8	8.2	-3.3	26.9
CN(Cc1ccccc1)S(=O)(=O)c1nnc(NC(=O)c2ccccc2)s1	-0.6	7.2	-1.3	-0.6	9.5	1.6	6.0	5.7	-8.1
O=C(COC(=O)c1ccccc1Br)NCC1CCCO1 (configuration not stated)	-0.4	1.5	-12.4	1.0	-6.0	-2.5	-1.1	-13.2	-13.1
CCOc1ccccc1NC(=O)C1Cc2ccccc2CN1S(C)(=O)=O (configuration not stated)	0.5	9.5	27.9	-0.8	2.2	-2.9	0.7	11.6	27.1
CSc1cccc(NC(=O)c2nnn(Cc3ccccc3)c2N)c1	1.9	-1.2	20.6	2.0	-4.2	-4.2	23.9	-2.0	28.4
CC(C)(C)n1nnnc1C(c1cccs1)N(Cc1cccnc1)CC1CCCO1 (configuration not stated)	-2.6	7.9	32.5	-2.8	1.8	-1.9	28.3	12.5	23.1
O=C(CCCC(=O)N(c1ccc2c(c1)OCCO2)C(C(=O)NC1CCCCC1)c1ccc(F)cc1)Nc1ccccn1 (configuration not stated)	-4.3	-3.3	-8.5	-0.3	4.9	-1.8	-9.4	10.3	-24.9
c1ccc(-c2cc(-c3ccccc3)on2)cc1	1.0	-2.3	24.4	4.2	-1.7	-3.8	4.0	-127.7	5.1
COc1ccc2c(c1)cc(C)c1nnc(SCC(=O)N3CCN(C(=O)c4ccco4)CC3)n12	-1.7	10.3	-9.7	-2.9	x	-5.9	1.2	-4.3	-3.0
O=C(c1ccc(Cl)c(S(=O)(=O)N2CCOCC2)c1)N1CCCCCC1	1.7	22.0	9.0	0.2	0.9	-1.4	11.5	-2.8	-4.0
CCN(CC)CCNC(=O)c1ccc(NC(=O)Cc2ccccc2F)cc1	0.0	21.6	3.8	1.6	5.9	-3.4	4.3	0.1	-8.3
CC(NC(=O)C1CCC(C(=O)NC(C)c2ccccc2)CC1)c1ccccc1 (configuration not stated)	0.5	9.1	10.8	1.4	-1.5	-3.4	0.2	6.0	10.5
C#CCO[C@@H]1C[C@H](n2cnc3c(NC(=O)c4ccccc4)ncnc32)O[C@@H]1CO	0.2	-7.6	-7.1	2.1	6.3	-1.3	1.3	-7.3	-14.3
COc1ccccc1-c1nnc(NC(=O)c2ccc(S(=O)(=O)N3CCOCC3)cc2)o1	-4.8	14.1	-10.2	-1.6	3.8	-0.8	0.1	4.8	2.5
CC(C)OC(=O)CC(=O)CSc1nc2c(cc1C#N)CCCCCC2	0.7	1.4	20.9	-1.4	-5.1	2.9	14.4	0.8	38.3

Laid out differently: entries from further up
Cc1nc(N2CCC(C(N)=O)CC2)c2nnn(Cc3ccccc3)c2n1
  XBP1 UPR activ: -0.1
  APJ antag: 7.8
  tim23-1 inh: 20.0
  CHOP UPR activ: 0.6
  CXCR6 inh: -3.9
  APJ agonist: -1.3
  TIM10 inh: -11.4
  Mdm2-MdmX inh: 12.2
  tim10-1 inh: 22.7
O=C(NCC1CCCO1)c1ccc2c(c1)N(Cc1ccc(F)cc1)CCS2 (configuration not stated)
  XBP1 UPR activ: -3.0
  APJ antag: 19.2
  tim23-1 inh: 24.4
  CHOP UPR activ: -0.5
  CXCR6 inh: -8.7
  APJ agonist: -4.8
  TIM10 inh: 8.2
  Mdm2-MdmX inh: -3.3
  tim10-1 inh: 26.9
CN(Cc1ccccc1)S(=O)(=O)c1nnc(NC(=O)c2ccccc2)s1
  XBP1 UPR activ: -0.6
  APJ antag: 7.2
  tim23-1 inh: -1.3
  CHOP UPR activ: -0.6
  CXCR6 inh: 9.5
  APJ agonist: 1.6
  TIM10 inh: 6.0
  Mdm2-MdmX inh: 5.7
  tim10-1 inh: -8.1
O=C(COC(=O)c1ccccc1Br)NCC1CCCO1 (configuration not stated)
  XBP1 UPR activ: -0.4
  APJ antag: 1.5
  tim23-1 inh: -12.4
  CHOP UPR activ: 1.0
  CXCR6 inh: -6.0
  APJ agonist: -2.5
  TIM10 inh: -1.1
  Mdm2-MdmX inh: -13.2
  tim10-1 inh: -13.1
